GLS inh = blocks human kidney-isoform glutaminase activity. O94925. AID 624170. 410,000 compounds, 0.21% hits. GLS enzymatic activity, qHTS titration. Potency, µM (doses to about 45.5 µM), for inactives: top-dose activity change, negative = inhibition, hits mostly inhibitors; further: on the % scale 0 is the no-effect control and ±100 the full control effect
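Assay buffer: 45 mM KH2PO4 pH 8.2, 0.02% Tween-20. hKGA acts on L-glutamine (1 mM solution added); product glutamate is reported by an oxidase/peroxidase Amplex Red coupling, with fluorescence taken at baseline and 30 min.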
RGS4 inh = human RGS4 inhibition. 390,000 compounds, 0.039% hits. AID 504845. Transcreener GDP fluorescence polarization, RGS4-accelerated GTP hydrolysis. Potency, µM (highest dose often 114 µM), for inactives: at the top dose activity change, negative = inhibition, usual class: inhibitors; further: on the % scale 0 is the no-effect control and ±100 the full control effect; nearly all actives have a fitted effect of over 75% in size; some results filed as inactive show a strong effect at the top dose
Target sequence (P49798 whole entry, looked up): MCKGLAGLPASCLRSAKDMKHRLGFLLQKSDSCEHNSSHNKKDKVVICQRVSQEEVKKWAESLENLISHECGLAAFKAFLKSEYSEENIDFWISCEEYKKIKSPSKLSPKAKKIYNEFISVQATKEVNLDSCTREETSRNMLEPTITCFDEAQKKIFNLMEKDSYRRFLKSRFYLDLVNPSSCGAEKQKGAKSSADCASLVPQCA
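MLSMR compounds (23 nl, pin-transferred) preincubated 10 min at room temperature with a 500nM (2x) first reagent, then RGS4 at 900nM (2x) plus Transcreener GDP mix added; fluorescence polarization (620/688 nm) read before and after 90 min at 30 °C.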
ERG-DNA inh = ERG Ets/DNA interaction inhibition; P11308; fluorescence polarization, His-ERG Ets domain / labelled DNA; Potency, µM (top dose mostly 76.9 µM), for inactives: at the top dose FP activity, negative = inhibition, actives largely listed as inhibitors; 370,000 compounds, 0.028% hits; active means well fitted inhibition curve with a large enough effect in the polarisation, with a control signal flat; inconclusive means small, poorly fitted or top-dose-only effect, or effect the other way, or a change in a side signal; inactive means no such curve, though single readings can be large or run the other way; the % refers to the polarisation;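 further: polarization taken with two DNA probes labelled with fluorescein and Texas red; % of control where 0% means no effect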
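His-tagged ERG Ets domain (1 uM in the protein solution; 300mM KCl, 50mM Tris-HCl, 1mM EDTA, 1mM DTT, pH 7.5) received compound, then a probe mix of 5 nM fluorescein-DNA and 100nM Texas-615-DNA. Fluorescence polarization was read for both dyes.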
PGK inhibitor = inhibitors of T. brucei phosphoglycerate kinase; P07378; PGK/GAPDH coupled, Kinase-Glo luminescence, 60 min; Potency, µM (titrated, usually from 57.5 µM), for the others: at the highest dose activity change, negative = inhibition, most hits filed as inhibitors; 380,000 compounds, 0.043% hits; AID 602233; further: on the % scale 0 is the no-effect control and ±100 the full control effect; nearly all actives have a fitted effect of over 60% in size
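Luminescent ATP detection (Kinase-Glo Plus) follows a 60-minute room-temperature incubation, with wells lacking PGK as controls. Buffer: 100 mM TEA (pH 7.6), 5 mM MgCl2, 0.01% Tween-20. Coupling enzyme GAPDH (100 nM final) supplies unstable 1,3-BPG in-well.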
JMJD2A Tudor inh = inhibitors of human JMJD2A Tudor domain; AlphaScreen JMJD2A-Tudor / H3K4me3 peptide binding; AID 504339; Potency, µM (doses to about 114 µM), for inactives: at the top dose activity change, negative = inhibition, actives largely listed as inhibitors; 390,000 compounds, 4.4% hits; further: on the % scale 0 is the no-effect control and ±100 the full control effect; nearly all actives have a fitted effect of over 50% in size
HP1b binding inh = inhibitors of HP1-beta chromodomain binding to methylated histone tails. P83916. AlphaScreen HP1-beta / biotin-H3K9me3 peptide binding. 390,000 compounds, 0.56% hits. Potency, µM (series often up to 114 µM), for inactives: at the highest dose activity change, negative = inhibition, actives largely listed as inhibitors; further: nearly all actives have a fitted effect of over 70% in size; inactives centre near 23
Target sequence (P83916 whole entry, looked up): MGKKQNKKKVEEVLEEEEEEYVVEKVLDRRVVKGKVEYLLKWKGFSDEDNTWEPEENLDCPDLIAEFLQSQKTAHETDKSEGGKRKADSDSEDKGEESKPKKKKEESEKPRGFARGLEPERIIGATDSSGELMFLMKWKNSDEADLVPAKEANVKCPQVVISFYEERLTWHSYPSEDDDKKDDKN
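AlphaScreen: HP1-beta (50 nM) preformed 30 min with biotin-H3(1-18)K9me3 peptide (50 nM) in PBS pH 7.4, 0.01% Tween-20. Compound added for 30 min at RT, then streptavidin donor/nickel chelate acceptor beads (10 ug/mL) for 30 min.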
Pin1 inhibitor = blocks the human prolyl isomerase Pin1 | Pin1 FP peptide displacement, HiFluor488, 10 min | Potency, µM (highest dose often 115 µM), for the others: at the top dose activity, negative = inhibition, hits mostly inhibitors | 390,000 compounds, 0.009% hits | AID 504891; active means well fitted inhibition curve with a large enough effect in the polarisation, with a control signal flat, not every such curve was filed as active; inconclusive means small, poorly fitted or top-dose-only effect, or effect the other way, or a change in a side signal; inactive means no such curve, though single readings can be large or run the other way; the % refers to the polarisation; further: on the % scale 0 is the no-effect control and ±100 the full control effect
12-LOX inh = blocks human arachidonate 12S-lipoxygenase. P18054. purified 12hLO, xylenol orange hydroperoxide absorbance. Potency, µM (highest dose often 108 µM), without a hit: at the top dose activity change, negative = inhibition, most hits filed as inhibitors. 580,000 compounds, 1.1% hits. AID 1671190; further: on the % scale 0 is the no-effect control and ±100 the full control effect
Target sequence (P18054 whole entry, looked up): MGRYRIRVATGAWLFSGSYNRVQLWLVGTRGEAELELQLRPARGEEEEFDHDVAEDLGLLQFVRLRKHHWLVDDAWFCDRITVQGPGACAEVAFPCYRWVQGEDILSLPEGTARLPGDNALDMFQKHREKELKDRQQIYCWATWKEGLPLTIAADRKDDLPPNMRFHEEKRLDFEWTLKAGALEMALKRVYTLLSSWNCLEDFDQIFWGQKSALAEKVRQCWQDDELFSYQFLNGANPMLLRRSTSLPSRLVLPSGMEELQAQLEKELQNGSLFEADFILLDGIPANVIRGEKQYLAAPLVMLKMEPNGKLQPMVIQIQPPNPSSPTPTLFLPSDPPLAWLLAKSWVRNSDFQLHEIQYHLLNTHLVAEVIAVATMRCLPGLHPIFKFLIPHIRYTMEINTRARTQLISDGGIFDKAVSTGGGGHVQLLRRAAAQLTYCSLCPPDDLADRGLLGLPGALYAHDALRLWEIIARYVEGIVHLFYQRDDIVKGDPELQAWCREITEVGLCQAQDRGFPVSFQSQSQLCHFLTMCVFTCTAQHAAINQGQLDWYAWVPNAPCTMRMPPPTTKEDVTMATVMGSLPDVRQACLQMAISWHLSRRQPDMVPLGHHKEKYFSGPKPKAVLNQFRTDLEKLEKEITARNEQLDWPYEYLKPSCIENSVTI
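Purified human 12hLO at 150 nM in 25 mM Hepes, 0.01% Triton X-100, pH 7.0, preincubated 15 min at room temperature with compound. Reaction started with 40 uM arachidonic acid, 30 min at room temperature. Hydroperoxide measured by Fe-xylenol orange, 573/405 nm absorbance ratio.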
rTrxR1 inhibitor = rat TrxR1 inhibition. recombinant rTrxR1, NADPH fluorescence consumption, selenite substrate. Potency, µM (highest dose often 114 µM), inactives show at the top dose activity change, negative = inhibition, most hits filed as inhibitors. 390,000 compounds, 1% hits; further: on the % scale 0 is the no-effect control and ±100 the full control effect; nearly all actives have a fitted effect of over 65% in size
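Rat TrxR1 (90 nM in the dispensed reagent) was pre-reduced with 400 uM NADPH for 5 min at room temperature, then incubated with compound for 15 min. After 400 uM selenite was added, NADPH fluorescence (Ex 340/Em 450 nm) was followed for 8 min.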
* = called active by the depositor; i = inactive; ? = inconclusive; nt = not tested or not shown; [ ] = dose if it differs, or a comment. Unless noted, the call rests on the fitted dose curve; in most records, active means well fitted curve in the direction sought with a large enough effect; inconclusive means small, poorly fitted or top-dose-only effect, or another doubt; inactive means no such curve, though single readings can be large; an effect the other way counts as inactive or inconclusive. Potency means the concentration at half of the fitted maximal effect. Not all compounds are listed; count on the stated rates, not on these rows.

Letter code: A = GLS inh; B = RGS4 inh; C = ERG-DNA inh; D = PGK inhibitor; E = JMJD2A Tudor inh; F = HP1b binding inh; G = Pin1 inhibitor; H = 12-LOX inh; I = rTrxR1 inhibitor
Cc1nc2ccccc2nc1OCC(=O)Nc1cc(C(F)(F)F)ccc1N1CCOCC1
  A: -8%	B: 4%	C: -3%	D: -9%	E: -9%	F: 10%	G: 13%	H: 9%	I: 12%[57.1 µM]

CCc1cccc(C)c1NC(=O)COCc1cc(-c2ccc3c(c2)OCO3)on1
  A: -7%	B: 8%	C: 2%	D: 8%	E: -17%	F: 22%	G: 17%	H: ?	I: 9%

CCOP(=O)(OCC)C(NC(=O)/C=C/c1ccc(OC)cc1)c1ccccc1 (stereo unspecified)
  A: 7%	B: 4%	C: 7%	D: 1%	E: -7%	F: 28%	G: -7%	H: ?	I: 15%

CCOC(=O)c1c(NC(=O)COc2ccccc2F)sc2c1CCCC2
  A: 2%	B: -7%	C: 0%	D: nt	E: 9%	F: 25%	G: 7%	H: -21%	I: 27%

N#CC1(NC(=O)COC(=O)c2ncc(Cl)c(Cl)c2Cl)CCCCC1
  A: -2%	B: -4%	C: -6%	D: 9%	E: -14%	F: 11%	G: -2%	H: -19%	I: -4%

COC(=O)CNC(c1ccccc1)c1cc(Br)ccc1NC(=O)CCN1CCOCC1 (stereo unspecified)
  A: 24%	B: -91%	C: 3%	D: 1%	E: -29%	F: 5%	G: -2%	H: 40µM*	I: 2.2µM*

CC(C)C(NC(=O)c1ccc(Cl)cc1)C(=O)O (stereo unspecified)
  A: -3%	B: 19%	C: 4%	D: -2%	E: -17%	F: 16%	G: 1%	H: -6%	I: 10%

Cn1nc(-c2ccccc2)cc1NC(=O)c1ccc(Cl)cc1
  A: 6%	B: -5%	C: 9%	D: -4%	E: -11%	F: 45%[activator]	G: -1%	H: -15%	I: 14%

Cc1cccc(C(=O)NCCC(=O)NCc2ccccc2Cl)c1
  A: -4%	B: -1%	C: -9%	D: -6%	E: 2%	F: 35%	G: -3%	H: 9%	I: 4%

Cc1cc(C(=O)NC2CCCN(Cc3ccc(Cl)cc3)C2)c(C)o1 (stereo unspecified)
  A: 2%	B: -16%	C: 10%	D: -5%	E: -32%	F: -5%	G: 14%	H: 16µM*	I: -20%

COc1cc(OC)nc(Oc2cc(C=O)ccc2OC)n1
  A: 0%	B: 23%	C: -4%	D: ?	E: -10%	F: 0%	G: 4%	H: 0%	I: 12%[57.1 µM]

CCOc1ccc(S(=O)(=O)N(CC(=O)Nc2ccc(OC)cc2OC)c2ccccc2)cc1
  A: -4%	B: -19%	C: 5%	D: -1%	E: -32%	F: 29%	G: 3%	H: -18%	I: 19%

CCCCN(CCCC)S(=O)(=O)c1ccc(C(=O)Nc2nnc(CSC)o2)cc1
  A: 6%	B: -4%	C: -1%	D: 5%	E: -17%	F: 47%[activator]	G: 1%	H: 0%[57.4 µM]	I: -4%

COCCNc1cc(C)nc2cc(-c3ccc(C)cc3)nn12
  A: -8%	B: 23%	C: -17%	D: -4%	E: 27%	F: 85%[activator]	G: 7%	H: -13%	I: 27%[57.1 µM]

C=CCOc1ccc(CNCC2CCCO2)cc1 (stereo unspecified)
  A: 2%	B: 4%	C: -3%	D: -2%	E: -6%	F: 56%[activator]	G: -7%	H: 15%	I: 11%

COc1cccc(N(CC(=O)Nc2ccccc2C)S(C)(=O)=O)c1
  A: 4%	B: 15%	C: nt	D: 5%[11.5 µM]	E: -3%	F: 22%	G: 1%	H: -25%	I: 14%

O=S(=O)(Cc1ccc(Cl)cc1)c1ccccc1-c1nnc(-c2ccccc2)o1
  A: 3%	B: 3%	C: -6%	D: -4%	E: 4%	F: 5%	G: 15%	H: 66%[activator]	I: 28%[57.1 µM]

CCn1c(CNC(=O)c2ccccc2Cl)cc2ccccc21
  A: 3%	B: 4%	C: -10%	D: i	E: -6%	F: 30%	G: 5%	H: 0%	I: 18%

O=c1cc(-c2ccccc2)n(S(=O)(=O)c2ccc3ccccc3c2)o1
  A: 32%[activator]	B: ?	C: -2%	D: -9%	E: 45µM*	F: -19%	G: -2%	H: ?	I: ?

CCOC(=O)c1c(-c2ccc(Cl)cc2)cn2ccccc12
  A: -11%	B: -33%	C: -7%	D: i	E: 8%	F: 33%[activator]	G: 2%	H: 0%	I: 11%[57.1 µM]

CC(C)C(NS(=O)(=O)c1ccc2c(c1)OCCO2)C(=O)NCCc1ccccn1 (stereo unspecified)
  A: 8%	B: -14%	C: -5%	D: -2%	E: -18%	F: 46%[activator]	G: -10%	H: 11%[57.4 µM]	I: 19%[57.1 µM]

Cc1ccc(S(=O)(=O)c2nc(-c3ccco3)oc2SCC(=O)NCC2CCCO2)cc1 (stereo unspecified)
  A: -5%	B: -2%	C: nt	D: nt	E: -12%	F: 27%	G: -8%	H: ?	I: ?

CC(C)c1ccc2occ(CC(=O)Nc3cccc(C(F)(F)F)c3)c2c1
  A: 0%	B: 1%	C: -2%	D: -7%	E: 32%	F: 71%[activator]	G: 2%	H: -23%	I: 19%

Cc1ccccc1NC(=O)Cn1nnc2c(cnn2-c2ccc(F)cc2)c1=O
  A: 6%	B: 16%	C: 9%	D: -5%	E: -3%	F: 21%	G: 12%	H: 13%	I: 13%

COc1cc2c(cc1OC)C(C(=O)O)C(c1ccc(C)o1)N(C)C2=O (stereo unspecified)
  A: 1%	B: -20%	C: -5%	D: 0%	E: -17%	F: 64%[activator]	G: -5%	H: 0%	I: -6%

COc1ccc(CNc2ccccc2SC)cc1OC
  A: 6%	B: -17%	C: nt	D: nt	E: 79µM*	F: 16%	G: 2%	H: ?	I: 24%

C=CCn1cc(C(=O)NCc2cccnc2)c(=O)c2cc(S(=O)(=O)N(CC)CC)ccc21
  A: 0%	B: 6%	C: 11%	D: -7%	E: -3%	F: 23%	G: 1%	H: 9%	I: 21%[57.1 µM]

COc1ccc(CNC(=O)CCCn2nc(C)c3c(C)n(-c4ccc(C)cc4)nc3c2=O)cc1
  A: -10%	B: -11%	C: 2%	D: i	E: -7%	F: 18%[57 µM]	G: -1%	H: -13%	I: 7%

CCOc1ccc(NC(=O)CSc2nc3nc(C)cc(C)n3n2)cc1
  A: 3%	B: 35%	C: -12%	D: 1%	E: -8%	F: 25%	G: -8%	H: -1%	I: 10%

COc1ccc(C(=O)N2CCN(c3nc4ccccc4o3)CC2)cc1OC
  A: -2%	B: 12%	C: -5%	D: -8%	E: -12%	F: 35%[activator]	G: -9%	H: 31%[activator]	I: 18%[57.1 µM]

N#CC1=C2Sc3ccccc3N2CCCC1=O
  A: 8%	B: -13%	C: -10%	D: 5%	E: -12%	F: 30%	G: 0%	H: -12%	I: 12%

c1ccc(C(Cc2nc(-c3cccnc3)no2)c2ccccc2)cc1
  A: 6%	B: 6%	C: -1%	D: i	E: 36%[activator]	F: 86%	G: ?	H: 0%	I: 3%[57.1 µM]

Cc1ccc2nsnc2c1NC(=O)c1ccc2c(c1)OCCO2
  A: -2%	B: -5%	C: nt	D: -2%	E: 6%	F: 29%	G: 0%	H: 7%	I: 14%

OCCN(CC#CC(O)(c1ccccc1)c1cccc(F)c1)CCO (stereo unspecified)
  A: 11%	B: -2%	C: 13%	D: -6%	E: ?	F: -5%	G: -1%	H: -3%	I: 1%[57.1 µM]

CN1CCCCc2c1nc1c(c2N)CCCC1
  A: -1%	B: 20%	C: -4%	D: 0%	E: 1.8µM*	F: ?	G: 3%	H: ?	I: -26%

CCC(=O)N1CCc2cc(S(=O)(=O)CCC(=O)NCc3ccc(F)cc3)ccc21
  A: -8%	B: 6%	C: -8%	D: -4%	E: -12%	F: 16%	G: -1%	H: -10%	I: 17%

COc1cc(NC(=S)N(C)C)c(OC)cc1Cl
  A: 14%	B: -12%	C: 10%	D: 2%	E: -7%	F: 30%	G: 7%	H: -76%	I: -1%

S=C(NCc1ccc2[nH]c3c(c2c1)CCCC3)Nc1ccccc1
  A: 13%	B: -9%	C: 6%	D: 4%	E: 35µM*	F: ?	G: 1%	H: 40µM*	I: 12%[57.1 µM]

Quoted from the listing for reference:
Letter code: A = GLS inh; B = RGS4 inh; C = ERG-DNA inh; D = PGK inhibitor; E = JMJD2A Tudor inh; F = HP1b binding inh; G = Pin1 inhibitor; H = 12-LOX inh; I = rTrxR1 inhibitor
Cc1nc2ccccc2nc1OCC(=O)Nc1cc(C(F)(F)F)ccc1N1CCOCC1
  A: -8%	B: 4%	C: -3%	D: -9%	E: -9%	F: 10%	G: 13%	H: 9%	I: 12%[57.1 µM]

CCc1cccc(C)c1NC(=O)COCc1cc(-c2ccc3c(c2)OCO3)on1
  A: -7%	B: 8%	C: 2%	D: 8%	E: -17%	F: 22%	G: 17%	H: ?	I: 9%

CCOP(=O)(OCC)C(NC(=O)/C=C/c1ccc(OC)cc1)c1ccccc1 (stereo unspecified)
  A: 7%	B: 4%	C: 7%	D: 1%	E: -7%	F: 28%	G: -7%	H: ?	I: 15%
